# G9a inh – blocks human histone lysine methyltransferase G9a | 350,000 compounds, 8.8% hits | G9a H3K9 monomethylation, AlphaScreen, 2 h | AID 504332 | Q96KQ7 | Potency, µM (top dose mostly 102 µM), for the others: at the top dose activity, negative = inhibition, most hits filed as inhibitors; further: potency means the concentration at half of the fitted maximal effect; on the % scale 0 is the no-effect control and ±100 the full control effect; nearly all actives have a fitted effect of over 75% in size
#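 AlphaScreen detection with an anti-monomethyl H3K9 antibody quantified product after a 2 h room-temperature reaction containing 500 nM biotinylated H3K9 peptide, 20 µM SAM and 20 nM enzyme, which had been preincubated 15 min with compound.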
# GLS inhibitor – blocks human kidney-isoform glutaminase activity | Potency, µM (doses to about 45.5 µM), without a hit: at the top dose activity change, negative = inhibition, actives largely listed as inhibitors | GLS enzymatic activity, qHTS titration | AID 624170 | O94925 | 410,000 compounds, 0.21% hits; further: potency means the concentration at half of the fitted maximal effect; on the % scale 0 is the no-effect control and ±100 the full control effect
#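 hKGA in 45 mM KH2PO4 pH 8.2, 0.02% Tween-20 with pin-transferred compounds; 1 mM L-glutamine (stock) plus glutamate oxidase/HRP/Amplex Red coupling added. Fluorescence read initially and after 30 min at RT.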
# JMJD2A Tudor – JMJD2A Tudor domain (human) inhibition | O75164 | AlphaScreen JMJD2A-Tudor / H3K4me3 peptide binding | Potency, µM (top dose mostly 114 µM), inactives show at the top dose activity change, negative = inhibition, hits mostly inhibitors | 390,000 compounds, 4.4% hits | AID 504339; further: potency means the concentration at half of the fitted maximal effect; on the % scale 0 is the no-effect control and ±100 the full control effect; nearly all actives have a fitted effect of over 50% in size
# BAZ2B inh – BAZ2B (human) inhibition | AlphaScreen BAZ2B-H3K14Ac peptide displacement | 360,000 compounds, 4.4% hits | Potency, µM (doses to about 114 µM), for the others: top-dose activity change, negative = inhibition, most hits filed as inhibitors | Q9UIF8 | AID 504333; further: potency means the concentration at half of the fitted maximal effect; on the % scale 0 is the no-effect control and ±100 the full control effect; nearly all actives have a fitted effect of over 60% in size
#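 Multi-concentration screen (max 110 uM) measuring displacement of acetylated histone H3 peptide from BAZ2B by AlphaScreen, using 50 nM protein, 50 nM peptide and 10 ug/mL streptavidin donor plus Ni-chelate acceptor beads.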
# PI4K2A block – blocks human PI4K2A kinase activity | AID 1346378 | Q9BTU6 | activity change, negative = inhibition, % at 76.9 µM | 420,000 compounds, 0.13% hits | purified PI4K2A, ADP-Glo luminescence, 1 h; hits give low values; in the data active means activity change below about -50%; inconclusive means mostly about -30% to -49%;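 further: -100% = wells without enzyme as full effect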
#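 ADP-Glo luminescence measured ADP generated by PI4K2A enzyme (4 ug/mL before mixing) with 1.2 mM PI substrate (pre-mix) and 300 microM ATP (pre-mix). Tris pH7.5 buffer with MgCl2, Triton X-100; 1 h reaction at ambient temperature.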
# ERG-DNA inh – inhibitors of human ERG Ets domain-DNA interaction; Potency, µM (highest dose often 76.9 µM), for the others: at the top dose FP activity, negative = inhibition, usual class: inhibitors; fluorescence polarization, His-ERG Ets domain / labelled DNA; P11308; 370,000 compounds, 0.028% hits; AID 624246; active means well fitted inhibition curve with a large enough effect in the polarisation, with a control signal flat; inconclusive means small, poorly fitted or top-dose-only effect, or effect the other way, or a change in a side signal; inactive means no such curve, though single readings can be large or run the other way; the % refers to the polarisation;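 further: polarization taken with two DNA probes labelled with fluorescein and Texas red; potency means the concentration at half of the fitted maximal effect; % of control where 0% means no effect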
#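 His-tagged ERG Ets domain (1 uM in the protein solution; 300mM KCl, 50mM Tris-HCl, 1mM EDTA, 1mM DTT, pH 7.5) received compound, then a probe mix of 5 nM fluorescein-DNA and 100nM Texas-615-DNA. Fluorescence polarization was read for both dyes.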
# ALOX12 inh – inhibitors of human 12S-lipoxygenase ALOX12; P18054; purified 12hLO, xylenol orange hydroperoxide absorbance; Potency, µM (series often up to 108 µM), inactives show at the highest dose activity change, negative = inhibition, actives largely listed as inhibitors; 580,000 compounds, 1.1% hits; further: potency means the concentration at half of the fitted maximal effect; on the % scale 0 is the no-effect control and ±100 the full control effect
# Target sequence (P18054 whole entry, looked up): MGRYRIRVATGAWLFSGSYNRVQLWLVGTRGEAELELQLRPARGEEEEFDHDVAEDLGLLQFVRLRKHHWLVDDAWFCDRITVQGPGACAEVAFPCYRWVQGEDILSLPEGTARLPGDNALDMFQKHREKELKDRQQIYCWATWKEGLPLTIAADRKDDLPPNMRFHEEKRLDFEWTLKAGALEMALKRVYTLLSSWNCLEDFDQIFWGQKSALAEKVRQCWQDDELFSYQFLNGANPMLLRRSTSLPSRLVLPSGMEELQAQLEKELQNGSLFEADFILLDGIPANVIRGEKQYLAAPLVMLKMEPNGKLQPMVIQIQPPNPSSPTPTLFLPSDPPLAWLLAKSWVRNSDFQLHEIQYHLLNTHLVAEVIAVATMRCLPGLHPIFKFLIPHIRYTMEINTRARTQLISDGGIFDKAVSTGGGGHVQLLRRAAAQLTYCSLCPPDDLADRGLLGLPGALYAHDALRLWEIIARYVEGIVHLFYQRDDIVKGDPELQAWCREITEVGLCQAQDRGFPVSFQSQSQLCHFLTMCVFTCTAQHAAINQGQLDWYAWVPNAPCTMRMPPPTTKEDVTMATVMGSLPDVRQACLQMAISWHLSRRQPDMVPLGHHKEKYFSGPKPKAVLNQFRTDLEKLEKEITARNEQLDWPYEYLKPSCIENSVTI
#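 Purified human 12hLO at 150 nM in 25 mM Hepes, 0.01% Triton X-100, pH 7.0, preincubated 15 min at room temperature with compound. Reaction started with 40 uM arachidonic acid, 30 min at room temperature. Hydroperoxide measured by Fe-xylenol orange, 573/405 nm absorbance ratio.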
# RGS4 inhibitor – inhibitors of human regulator of G protein signaling 4; 390,000 compounds, 0.039% hits; P49798; Transcreener GDP fluorescence polarization, RGS4-accelerated GTP hydrolysis; AID 504845; Potency, µM (titrated, usually from 114 µM), for the others: at the top dose activity change, negative = inhibition, usual class: inhibitors; further: potency means the concentration at half of the fitted maximal effect; on the % scale 0 is the no-effect control and ±100 the full control effect; nearly all actives have a fitted effect of over 75% in size; some results filed as inactive show a strong effect at the top dose
# Target sequence (P49798 whole entry, looked up): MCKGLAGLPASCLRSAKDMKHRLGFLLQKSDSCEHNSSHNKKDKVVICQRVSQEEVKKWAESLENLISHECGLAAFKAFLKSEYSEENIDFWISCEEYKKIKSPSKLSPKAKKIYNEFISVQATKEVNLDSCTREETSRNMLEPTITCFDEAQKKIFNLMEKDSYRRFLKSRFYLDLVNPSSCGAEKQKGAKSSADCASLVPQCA
#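 MLSMR compounds (23 nl, pin-transferred) preincubated 10 min at room temperature with a 500nM (2x) first reagent, then RGS4 at 900nM (2x) plus Transcreener GDP mix added; fluorescence polarization (620/688 nm) read before and after 90 min at 30 °C.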
# HP1b chromo inh – HP1-beta chromodomain-methylated histone interaction inhibition; P83916; AlphaScreen HP1-beta / biotin-H3K9me3 peptide binding; Potency, µM (series often up to 114 µM), for the others: at the highest dose activity change, negative = inhibition, hits mostly inhibitors; 390,000 compounds, 0.56% hits; further: potency means the concentration at half of the fitted maximal effect; nearly all actives have a fitted effect of over 70% in size; inactives centre near 23
# Target sequence (P83916 whole entry, looked up): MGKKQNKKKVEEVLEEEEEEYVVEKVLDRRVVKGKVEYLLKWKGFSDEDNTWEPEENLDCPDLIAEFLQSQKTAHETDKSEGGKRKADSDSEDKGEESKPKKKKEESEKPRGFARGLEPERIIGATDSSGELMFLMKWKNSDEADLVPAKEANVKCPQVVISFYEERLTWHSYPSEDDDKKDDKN
#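 Compound inhibition of the preformed complex between 50 nM HP1-beta and 50 nM biotinylated H3K9me3 peptide was read by AlphaScreen. Buffer was PBS pH 7.4 with 0.01% Tween-20. Incubations ran 30 min at room temperature, with 10 ug/mL donor/acceptor beads.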
# * hit, by the source's call; ? = inconclusive; / = not tested or not shown; [ ] = remark or other dose. Unless noted, the call rests on the fitted dose curve; in most records, active means well fitted curve in the direction sought with a large enough effect; inconclusive means small, poorly fitted or top-dose-only effect, or another doubt; inactive means no such curve, though single readings can be large; an effect the other way counts as inactive or inconclusive. These rows are one share of the data; count on the stated rates, not on these rows.
compound,G9a inh,GLS inhibitor,JMJD2A Tudor,BAZ2B inh,PI4K2A block,ERG-DNA inh,ALOX12 inh,RGS4 inhibitor,HP1b chromo inh
CCCCCC(=O)NN1C(=S)N(c2ccc(OC)cc2)C(=O)C1CC(=O)Nc1ccccc1 (stereo unspecified),21%[59 µM],1%,-20%,-1%,1,-4%,104%[activator],27%,11%
COc1ccc2[nH]c3nc(SCc4nnc(-c5ccc(C)cc5)o4)nnc3c2c1,14%[59 µM],3%,-3%,0%,3,4%,/,-22%,29%
COCCN1C(=O)N[C@@H](CCc2ccccc2)[C@H](C(C)=O)[C@H]1C,8%[12.7 µM],-1%,4%,-8%,1,11%,0%,3%,45%[activator]
CN(CC(=O)Nc1ccccc1Br)CC(=O)Nc1ccccc1C(F)(F)F,36%,-1%,-1%,13%,4,5%,0%,-13%,60%[activator]
CCCS(=O)(=O)N1CCCC(C(=O)NCCN(C)Cc2ccccc2)C1 (stereo unspecified),/,8%,-19%,1%,-6,-3%,9%,8%,5%
CN(C)S(=O)(=O)c1ccc(N2CCCC2)c(C(=O)NNC(=O)c2ccccc2)c1,-7%[12.7 µM],11%,-13%,-3%,-3,3%,115%[activator],-8%,12%
CC(Sc1nnc(-c2ccc(C(C)(C)C)cc2)n1C)C(N)=O (stereo unspecified),-32%[59 µM],3%,-17%,6%,-5,8%,289%[activator],-10%,41%[activator]
Cc1ccccc1NC(=S)N(CCN1CCCCC1)Cc1ccco1,?,-7%,-13%,-11%,-3,4%,1%,9%,28%
CCC(C)[C@H]1COCCS(=O)(=O)N1Cc1ccccc1F (stereo partly specified),/,3%,-2%,8%,3,-15%,17%,-2%,32%
CCN1CCN(CC2COc3ccccc3O2)CC1 (stereo unspecified),-35%[2.33 µM],3%,-10%,?,-3,-2%,?,9%,22%
O=S(=O)(c1ccc(Cl)cc1)N1CCC2(CC1)OCCO2,10%,-7%,-1%,-5%,4,5%,0%,-22%,50%[activator]
COCCNC(=O)CSc1n[nH]c(=O)n1CCc1ccccc1,25%[2.33 µM],2%,-8%,13%,-14,-3%,56%[activator],14%,31%
Cc1ccc(CS(=O)(=O)CCC(=O)NCc2cccs2)cc1,16%[12.7 µM],-24%,-6%,?,-2,2%,6%,21%,21%
Cc1ccc([N+](=O)[O-])cc1S(=O)(=O)N1CCn2cccc2C1c1ccccc1 (stereo unspecified),?,-8%,?,?,7,-1%,-18%,-11%,-4%
Cn1nnc2cc(C(=O)Nc3ccccc3)ccc21,-1%,3%,-12%,0%,-6,-12%,-8%,13%,24%
O=C1CN(C(=O)c2ccccc2C(=O)O)c2ccccc2N1,?,12%,-9%,4%,-7,8%,156%[activator],22%,11%
COc1ccc(C(CNC(=O)C(C)Oc2ccc(Br)cc2)N2CCCCC2)cc1 (stereo unspecified),18%[59 µM],7%,-11%,-2%,-1,5%,-11%,-9%,27%
C[N+](C)(C)CCOC(=O)C1(c2ccccc2)CCCC1,3.5µM*,-5%,-29%[11.4 µM],1%,0,-6%,154%[activator],-7%[11.4 µM],?
CNC(=O)N1CCC(C(=O)c2c(C)c(C)c(C)c(C)c2C)CC1,-6%,1%,-5%,1%,2,-4%,9%,2%,14%
Clc1cccc(N=NN2CCOCC2)c1Cl,111%[activator],-5%,39%[activator],14%,2,-12%,0%,4%,96%[activator]
O=C(O)CNC(=O)/C(=C/c1cccc([N+](=O)[O-])c1)NC(=O)c1ccco1,4%[59 µM],9%,-4%,-9%,1,-6%,-22%,27%,15%
COc1cccc(NC(=O)CN(C)C(=O)c2c(-c3ccccc3)noc2C)c1,/,5%,-9%,-2%,0,-5%,0%,-9%,31%
CC(C)CNc1nc(Oc2ccc(=O)n(-c3ccccc3)n2)nc(N2CCOCC2)n1,27%[2.33 µM],1%,-9%,10%,5,6%,0%,-10%,26%
O=C(Nc1ccc(C(F)(F)F)cc1)c1cccc(-n2cnnn2)c1,-33%[59 µM],7%,1%,5%,-2,0%,-25%,8%,29%
O=C1CC/C=C\C[C@@H](CC(=O)N(CCO)Cc2ccccc2)C(=O)N[C@H](Cc2ccccc2)CO1,/,1%,-5%,/,-1,-4%,-3%,10%,20%
Cc1cc(C)n2nc(-c3cccnc3)nc2n1,-7%[59 µM],-5%,-8%,7%,-13,-1%,-20%,5%,26%
CN1CCN(CCCCOc2ccc(F)cc2)CC1,-31%,1%,14%[57.1 µM],-2%,4,1%,9%,-3%[11.4 µM],43%[activator]
CCOc1ccc(NC(=O)Cn2nc(-c3ccccc3Cl)n(CC)c2=S)cc1,/,2%,-11%,-9%,-9,-12%,-19%,-2%,46%[activator]
O=C(CN1CCC2(CC1)OCCO2)c1ccc2cc[nH]c2c1,?,-1%,-8%,11%,8,-9%,-15%,26%,10%
Cc1ccc(CNC(=O)c2ccc(Cl)c(S(N)(=O)=O)c2)n1C,?,-10%,-21%,-6%,-10,-8%,5%,-13%,-12%
O=C(c1ccco1)N1CCC(n2nnc3ccccc32)CC1,-11%[12.7 µM],-6%,-15%,13%,1,-10%,0%,-32%,13%
CC(NC(=O)COc1ccc(S(=O)(=O)N2CCOCC2)cc1)c1ccccc1 (stereo unspecified),16%[12.7 µM],0%,-17%,-2%,8,0%,17%,7%,20%
C=CCn1ccc2c([N+](=O)[O-])cccc2c1=O,12%[12.7 µM],1%,-16%,-20%,-2,11%,-17%,12%,-2%
CCc1ccc(NC(=O)c2ccc(F)c(S(=O)(=O)N3CCN(c4ccc(OC)cc4)CC3)c2)cc1,0%[59 µM],4%,-7%,-1%,-5,-1%,-14%,17%,19%
CCc1ccccc1N1CC23C=CC(O2)C(C(=O)O)C3C1=O (stereo unspecified),-23%[59 µM],25%,22µM*,-5%,2,-2%,355%[activator],?,10%
COc1cc(CC(=O)N/N=C/c2ccc([N+](=O)[O-])cc2)c([N+](=O)[O-])cc1OC,7%[59 µM],6%,-17%,6%,5,3%,-4%,10%,21%
Cc1nn(C)cc1C(C)NCc1c(C(=O)N2CCCCCCC2)nc2ccc(Cl)cn12 (stereo unspecified),4%,1%,-12%,-11%,1,-9%,0%,18%,32%
CCc1ccc2c(c1)C(c1cccs1)=NNC(c1cccnc1)=N2,-12%[59 µM],/,?,-33%,6,-4%,-11%,-9%,-12%
Cc1cc(C(F)(F)F)c2c(N)c(C(=O)Nc3cc(C)on3)sc2n1,?,5%,-12%,-12%,0,1%,4%,9%,35%
O=C(CCN1C(=O)C2C3C=CC(C4CC34)C2C1=O)OCC(=O)c1ccccc1 (stereo unspecified),4%[12.7 µM],0%,-2%,-1%,9,-8%,8%,-12%,30%
COC(=O)c1cc(OC)c(OC)c(OC)c1[N+](=O)[O-],?,2%,-5%,2%,6,-6%,-2%,5%,20%
CCCC1(C)Nc2ccccc2-c2nc3ccccc3n21 (stereo unspecified),/,-1%,-16%,-5%,-9,1%,7%,-33%,35%
CC[C@@H](C)[C@H](NC(=O)OC(C)(C)C)c1nnc(S(=O)(=O)Cc2cc(C)ccc2C)o1,79µM*,1%,10%,0%,60,10%,404%[activator],?,87%[activator]
CCCC(C)C(=O)Nc1ccc2c(c1)OCCO2 (stereo unspecified),22%[59 µM],-3%,10%,11%,0,-4%,92%[activator],-8%,20%
COc1cccc(N(C(=O)Cn2nnc(-c3ccc(C)o3)n2)C(C(=O)NC(C)(C)C)c2cccs2)c1 (stereo unspecified),-13%[59 µM],3%,-5%[57.1 µM],-3%,1,-1%,10%,-45%[56.9 µM],68%[activator]
OCCOCCNc1ncnc2nc[nH]c12,-31%,2%,3%,1%,-7,0%,0%,5%,16%
Cc1ccc(/C=C2\SC(=S)N(CCCC(=O)Nc3ccc(O)cc3)C2=O)cc1,13%,-10%,-23%,-25%,0,4%,0%,-1%,-2%
CC1CC(C)CN(C(=O)CSc2nnc(CSc3ncccn3)n2C)C1 (stereo unspecified),14%,-16%,-4%,-4%[57.1 µM],7,1%,0%,11%,61%[activator]
CCN(CC(=O)N1CCN(Cc2ccccc2)CC1)S(=O)(=O)c1ccc(C)cc1,4%,0%,-10%,-19%,3,0%,-15%,-24%,25%
CCO[C@H]1OC(C(=O)N2CCN(Cc3ccc4c(c3)OCO4)CC2)=C[C@@H](C2CCCCC2)[C@@H]1CCCO,3%[12.7 µM],-11%,?,-35%,-4,-3%,-1%,-3%,4%
O=C(Nc1nnc(SCc2ccc(F)cc2)s1)c1cccnc1Cl,?,0%,-8%,-17%,3,4%,9%,-17%,30%
CCc1ccc(OCC(=O)N(Cc2cccs2)c2ccc(Cl)cc2)cc1,63%[activator][59 µM],-1%,94%[activator],99%[activator],-1,-4%,0%,1%,137%[activator]
O=C(N1CCOCC1)N(Cc1ccccc1)c1ccccn1,-9%,-1%,0%,6%,1,-6%,-23%,40%,41%[activator]
